Compound activity: PubChem, The Scripps Research Institute Molecular Screening Center
PP1 counter – PP1-alpha (human) inhibition in PP5 counter-screen. AID 2235. hit rate 0.9% among 320,000. purified PP1alpha, OMFP fluorescence. inhibition, % at 6.7 µM. P62136;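 active = inhibition above the mean inhibition of all tested compounds plus 3 SD, computed separately for each screening campaign, cut at about 15% in these data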
TPT1 inh – inhibitors of Candida albicans tRNA 2'-phosphotransferase TPT1 | recombinant caTPT1, FP RNA substrate dephosphorylation | inhibition, % at 5 µM | hit rate 0.81% among 300,000;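 active = inhibition above the mean of all tested compounds plus 3 SD, set per screening campaign, cut at about 24% in these data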;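 note: plate controls were DMSO alone for no effect and ferristatin control at 100 nM for full effect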
CTSL1 counter – blocks F. hepatica cathepsin L1 in PFM18AAP counter-screen; recombinant F. hepatica cathepsin L1, Z-Leu-Arg-MCA fluorescence; hit rate 0.49% among 300,000; AID 1906; inhibition, % at 5.96 µM;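 active = inhibition above the mean of all tested compounds plus 3 SD, set per screening campaign, cut at about 17% in these data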;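 note: 0% = plate median of test compound wells and 100% = 1 µM Z-Phe-Ala-diazomethylketone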
AHR activator – activates the human aryl hydrocarbon receptor. P35869. AHR-responsive luciferase reporter cells, luminescence. activation, % at 5 µM. hit rate 2.5% among 320,000; in the data active = activation above about 47%;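 note: 0% = vehicle wells and 100% = reference agonist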
PAFAH2 FP inh – PAFAH2 (human) inhibition | Q99487 | hit rate 0.99% among 340,000 | recombinant PAFAH2, FP-rhodamine activity probe, fluorescence polarization | AID 492956 | inhibition, % at 3.39 µM;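 active = inhibition above the mean over all tested compounds plus 3 SD, cut at about 30% in these data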;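 note: inhibitors block probe labeling of enzyme so polarization drops; 0% = enzyme with DMSO and 100% = wells lacking PAFAH2 protein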
core dimer inh – blocks dimerization of HCV core protein; AID 1899; inhibition, % at 5 µM; hit rate 0.33% among 300,000; TR-FRET GST/Flag-core106 dimerization, 1536-well;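 active = inhibition above the mean of all tested compounds plus 3 SD, set per screening campaign, cut at about 45% in these data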
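Assay system: Tagged HCV core106 pair (GST and Flag) | Buffer or medium: KF-containing HEPES buffer, pH 7.45, DTT, CHAPS, BSA | Also added: Eu donor and XL665 acceptor anti-tag antibodies | Dosing: One concentration, 5 µM, in 0.5% DMSO | Timing: 4 h at 22.5 °C | Technique: TR-FRET 671 and 617 nm emission | Repeats: Singlicate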
proCasp7 act – counter-screen: procaspase-7 (human) activation. activation, % at 8.5 µM. hit rate 0.093% among 330,000. recombinant procaspase-7, Ac-DEVD-pNA absorbance 405 nm; D23A/D198A/D206A triple mutant, cannot self-cleave; scale: DMSO 0, 5 µM enzyme 100;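 active = percent activation above the screen-wide mean plus 3 SD, cut at about 25% in these data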
Target sequence (P55210 whole entry D23A/D198A/D206A): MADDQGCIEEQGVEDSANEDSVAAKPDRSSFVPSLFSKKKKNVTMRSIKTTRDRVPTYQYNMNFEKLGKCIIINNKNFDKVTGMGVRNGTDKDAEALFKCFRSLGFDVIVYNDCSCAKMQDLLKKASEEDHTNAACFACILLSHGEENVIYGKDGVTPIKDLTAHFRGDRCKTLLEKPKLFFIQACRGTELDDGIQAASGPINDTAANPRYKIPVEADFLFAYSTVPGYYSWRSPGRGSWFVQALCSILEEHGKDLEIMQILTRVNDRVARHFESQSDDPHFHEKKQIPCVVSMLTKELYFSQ
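Assay system: Uncleavable procaspase-7 mutant enzyme | Input: 2 µM procaspase-7 mutant as dispensed | Timing: 1 h compound preincubation, 2 h substrate cleavage, 25 °C | Repeats: One well per compound | Control set: DMSO wells as 0%, DMSO with 5 µM added PC-7 as 100% | Technique: Epi-absorbance of released pNA at 405 nm, two timepoints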
proCasp3 act – activates human procaspase-3; P42574; recombinant procaspase-3 D3A, Ac-DEVD-pNA absorbance 405 nm; activation, % at 8.5 µM; hit rate 0.11% among 330,000;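 active = activation above the mean of all tested compounds plus 3 SD, cut at about 21% in these data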;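 note: 0% = DMSO alone and 100% = DMSO wells spiked with extra 5 µM PC-3 D3A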
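Technique: 405 nm absorbance of p-nitroaniline, reads at 0 and 120 min; Test system: Procaspase-3 D3A mutant; Incubation: 1 h enzyme-compound preincubation, then 2 h substrate reaction, 25 °C; Repeats: singlicate, each compound tested once; Benchmarks: low control DMSO wells, high control DMSO plus 5 µM PC-3 D3A.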
PP5 inh – inhibitors of human protein phosphatase 5 (PP5) | P53041 | purified PP5c, OMFP substrate fluorescence | inhibition, % at 6.7 µM | hit rate 0.18% among 320,000 | AID 1987;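 active = inhibition above the campaign's mean inhibition across all tested compounds plus 3 SD, cut at about 9.5% in these data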;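 note: 0% = DMSO only and 100% = 100 µM cantharidin control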
Target sequence (P53041 whole entry, looked up): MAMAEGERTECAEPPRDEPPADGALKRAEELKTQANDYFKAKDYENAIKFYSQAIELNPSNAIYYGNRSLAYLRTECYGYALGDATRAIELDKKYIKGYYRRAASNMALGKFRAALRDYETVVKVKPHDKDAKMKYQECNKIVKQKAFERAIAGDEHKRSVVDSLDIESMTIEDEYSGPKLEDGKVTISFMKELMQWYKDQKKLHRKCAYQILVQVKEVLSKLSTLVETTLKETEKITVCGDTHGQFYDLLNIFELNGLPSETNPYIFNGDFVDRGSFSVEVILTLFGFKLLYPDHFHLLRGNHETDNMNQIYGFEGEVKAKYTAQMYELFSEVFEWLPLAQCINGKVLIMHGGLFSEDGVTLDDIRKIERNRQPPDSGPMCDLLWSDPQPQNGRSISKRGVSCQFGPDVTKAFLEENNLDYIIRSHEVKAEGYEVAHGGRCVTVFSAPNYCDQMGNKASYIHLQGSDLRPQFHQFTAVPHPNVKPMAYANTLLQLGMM
An asterisk follows results filed as active; nt = no result given.

1: COc1ccc(OCCCC(=O)Nc2cc(Cl)ccc2-n2cncn2)cc1
2: CCN(CC)C(=O)c1cccc(NC(=O)c2ccccc2OCc2c(C)noc2C)c1
3: C=C(Cl)COc1ccc2c(CCCC)cc(=O)oc2c1
4: CCc1c(O)nc2sc3ccccc3n2c1=O
5: O=C(NCc1ccccc1Cl)C1CC(=O)N(Cc2ccccc2)C1 (configuration not stated)
6: COc1ccc(C(=O)CSc2nnc(CNC(=O)c3ccco3)n2C)cc1
7: CCOc1ccc(NC(=O)CSc2nnc(COc3c(C)cccc3C)o2)cc1
8: O=C(/C=C/NCc1ccc(F)cc1)c1ccccc1

entry no.	1	2	3	4	5	6	7	8
PP1 counter	-1	-1	9	-2	-6	-3	-3	1
TPT1 inh	1	nt	-1	-3	3	3	0	-4
CTSL1 counter	3	nt	2	1	-14	2	-1	2
AHR activator	17	19	19	4	3	-1	2	-1
PAFAH2 FP inh	-4	10	-1	10	-3	-5	-10	5
core dimer inh	3	nt	3	2	-5	0	0	-11
proCasp7 act	9	0	-1	-1	11	12	6	8
proCasp3 act	8	3	10	3	6	-1	9	-6
PP5 inh	-0.1	0.3	3.8	-0.3	-2.1	5.2	-1.0	0.6

9: COC(=O)CNC(c1ccccc1Cl)c1cc(Br)ccc1NC(=O)CCN1CCOCC1 (configuration not stated)
10: COc1ccc2c(c1OC)c(=O)n1c3ccc(OC(C)C(=O)NCCCN4CCOCC4)cc3c3ccnc2c31 (configuration not stated)
11: COc1ccc(NC(=O)CCNS(=O)(=O)c2ccc3c(c2)c(=O)n(C)c(=O)n3C)c(OC)c1
12: O=C(Cc1ccc(-n2c(=S)[nH]c3ccccc3c2=O)cc1)N1CCC(N2CCCCC2)CC1
13: Cc1ccc(CNC(=O)CSc2nnnn2C)cc1
14: C/C(=N\NC(=O)c1nnn(-c2nonc2N)c1CN(C)C)c1ccco1
15: Cc1cccc(NC(=S)N2CCCC(c3nc4ccccc4[nH]3)C2)c1 (configuration not stated)
16: Cc1oc2c(O)c(O)ccc2c(=O)c1-c1ccccc1

entry no.	9	10	11	12	13	14	15	16
PP1 counter	1	1	-4	0	-3	2	0	-1
TPT1 inh	-1	-2	1	-6	-2	-1	0	-1
CTSL1 counter	-2	1	6	-1	-3	1	-1	6
AHR activator	4	3	4	0	-1	18	1	1
PAFAH2 FP inh	6	7	5	3	8	-4	7	11
core dimer inh	2	3	-3	-3	0	-3	0	9
proCasp7 act	-7	2	-10	11	-3	0	-9	-20
proCasp3 act	-9	0	-1	1	4	5	-4	-18
PP5 inh	2.9	4.5	-0.3	3.8	0.8	2.3	0.1	1.1

17: COc1ccc2c(c1)[n+](=O)c(C(C)=O)c(C)n2[O-]
18: CC(C#N)Sc1ncnc2sc3c(c12)CCC3 (configuration not stated)
19: CC1Cc2ccccc2N1C(=O)CSc1ncc(-c2ccc(F)cc2)n1C (configuration not stated)
20: COc1cc(C(=O)NCCc2ccc(S(N)(=O)=O)cc2)ccc1OCc1c(C)noc1C
21: C=CCOC(=O)C1=C[C@H](C(C)(C)C)[C@@H](CCCO)[C@H](OCC)O1
22: Cc1ccc(-c2c[n+](CC(=O)Nc3ccc(C)cc3C)c3n2CCC3)cc1
23: O=C(CCCCCN1C(=O)[C@@H]2Cc3ccccc3CN2C1=O)Nc1cccc(F)c1
24: Cc1ccc(NS(=O)(=O)c2csc(C(N)=O)c2)c(C)c1

entry no.	17	18	19	20	21	22	23	24
PP1 counter	1	-3	2	-2	0	-2	-3	2
TPT1 inh	-5	0	1	nt	-5	2	-2	-1
CTSL1 counter	-3	-2	2	nt	-3	1	6	1
AHR activator	5	2	16	0	3	0	-1	0
PAFAH2 FP inh	0	5	0	6	-2	-2	8	-3
core dimer inh	1	9	17	nt	-8	14	8	-5
proCasp7 act	6	7	5	5	16	4	6	12
proCasp3 act	4	2	10	-3	2	3	2	-10
PP5 inh	2.2	1.2	0.8	2.4	1.2	2.5	0.9	2.2

25: O=C(c1cc(Br)ccc1OC(F)F)N1CCN2CCCC2C1 (configuration not stated)
26: O=C(CSc1ccccn1)N1CCN(c2cccc(Cl)c2)CC1
27: O=C(Nc1ccc(Cl)cc1C(=O)N1CCOCC1)c1cccc([N+](=O)[O-])c1
28: COc1ccc(C(=O)Nc2cc(C)on2)cc1S(=O)(=O)N1CC(c2ccccc2)CC1=O (configuration not stated)
29: O=C(CSc1nnc2scc(-c3ccc(Cl)cc3)n12)NCc1ccc2c(c1)OCO2
30: Cc1ccc(-n2ncc3c(=O)n(CC(=O)N4CCN(c5ccccc5F)CC4)cnc32)cc1C
31: CN(C)/C=C1\N=C(c2ccc(Cl)cc2Cl)OC1=O
32: Cc1noc(C)c1COc1ccc(C(=O)OCC(=O)Nc2ccc3ccccc3c2)cc1

entry no.	25	26	27	28	29	30	31	32
PP1 counter	-1	0	-5	2	1	-4	0	3
TPT1 inh	nt	-2	-1	3	1	0	-2	-6
CTSL1 counter	nt	1	1	-7	-2	-3	4	-2
AHR activator	1	2	12	2	19	0	-9	2
PAFAH2 FP inh	4	-2	nt	nt	3	-3	11	29
core dimer inh	nt	-4	4	4	1	-2	-1	2
proCasp7 act	10	-29	-3	-5	-2	9	0	4
proCasp3 act	8	-20	4	3	-6	-4	0	3
PP5 inh	1.7	0.3	-1.0	1.7	0.6	-0.2	0.9	2.9

33: CC(C)Cn1c(CN2CCCCC2C)nc2c1c(=O)n(C)c(=O)n2C (configuration not stated)
34: COc1ccc(CCN2C(=O)NC(NS(=O)(=O)c3ccc(Cl)cc3)(C(F)(F)F)C2=O)cc1OC (configuration not stated)
35: CCCC(=O)Nc1ccc2c(c1)COC2=O
36: COc1ccc(Cn2nnc3ccccc32)cc1
37: COc1ccc(C(=O)C2CCCN(C(=O)c3noc4c3CCCC4)C2)c(C)c1 (configuration not stated)
38: Cc1noc(C)c1CN(C(=S)NC1CC1)c1ccccc1
39: CCOc1ccc(NC(=O)C(=O)NCC2CCCN2CC)cc1 (configuration not stated)
40: CCc1ccc(OCC(=O)NNC(=O)c2cc(S(=O)(=O)N(C)C)ccc2N2CCCC2)cc1

entry no.	33	34	35	36	37	38	39	40
PP1 counter	-5	-2	-1	1	-5	-4	-1	-6
TPT1 inh	0	-1	1	-3	4	1	0	0
CTSL1 counter	2	1	0	-1	-4	-3	-5	-4
AHR activator	1	8	5	1	1	0	0	6
PAFAH2 FP inh	6	11	-4	-1	-1	2	3	-7
core dimer inh	-8	-3	2	-5	-2	2	-2	1
proCasp7 act	8	3	-8	0	6	11	16	13
proCasp3 act	6	6	-10	3	-2	-3	10	-3
PP5 inh	0.5	3.0	-1.9	2.2	0.1	-0.1	3.2	1.4

41: CN=C1SC(CC(=O)Nc2ccc(F)cc2F)C(=O)N1/N=C(\C)c1cccc(OCC(=O)O)c1 (configuration not stated)
42: Cn1c(=O)c2c(nc(NCCNC(=O)c3ccco3)n2Cc2ccc(Cl)cc2Cl)n(C)c1=O
43: CCN(C(=O)CSc1nc2ccccc2n1CC)C1CCS(=O)(=O)C1 (configuration not stated)
44: CCc1nn(CC(=O)O)c(=O)c2ccccc12
45: CCC(Oc1ccccc1)C(=O)NCCOC (configuration not stated)
46: CC(C)COC(=O)c1cc(=O)[nH]c2ccccc12
47: CCCCCCc1c(C)nc(-n2[nH]c(C)c(CCO)c2=O)[nH]c1=O
48: O=C(NCc1cccnc1)c1cnc2sccn2c1=O

entry no.	41	42	43	44	45	46	47	48
PP1 counter	-1	-3	-8	-3	0	0	-2	1
TPT1 inh	-3	-2	-2	-4	-1	-3	3	-6
CTSL1 counter	-3	9	3	-1	-2	0	6	7
AHR activator	2	-1	1	0	-1	-2	1	81*
PAFAH2 FP inh	1	-3	-5	0	-3	0	4	4
core dimer inh	3	-12	1	-2	-2	-2	3	1
proCasp7 act	2	9	3	12	-4	-2	2	-1
proCasp3 act	4	5	1	7	1	10	4	7
PP5 inh	-0.7	-1.4	-3.5	3.3	-1.3	-0.1	-1.6	0.9

6 consecutive compounds from above:
43: CCN(C(=O)CSc1nc2ccccc2n1CC)C1CCS(=O)(=O)C1 (configuration not stated)
44: CCc1nn(CC(=O)O)c(=O)c2ccccc12
45: CCC(Oc1ccccc1)C(=O)NCCOC (configuration not stated)
46: CC(C)COC(=O)c1cc(=O)[nH]c2ccccc12
47: CCCCCCc1c(C)nc(-n2[nH]c(C)c(CCO)c2=O)[nH]c1=O
48: O=C(NCc1cccnc1)c1cnc2sccn2c1=O

entry no.	43	44	45	46	47	48
PP1 counter	-8	-3	0	0	-2	1
TPT1 inh	-2	-4	-1	-3	3	-6
CTSL1 counter	3	-1	-2	0	6	7
AHR activator	1	0	-1	-2	1	81*
PAFAH2 FP inh	-5	0	-3	0	4	4
core dimer inh	1	-2	-2	-2	3	1
proCasp7 act	3	12	-4	-2	2	-1
proCasp3 act	1	7	1	10	4	7
PP5 inh	-3.5	3.3	-1.3	-0.1	-1.6	0.9

More compounds:
49: COC(=O)/C=C/c1cnc2ccccc2c1
50: Cc1cc(C)cc(C(=O)NCC(=O)OCC(=O)N2c3ccccc3NC(=O)C2(C)C)c1
51: COc1ccc(C(=O)c2c(N)sc3c2CCN(C(=O)OC(C)(C)C)C3)cc1
52: COc1ccc(CC(=O)N(C)CC(=O)Nc2ccccc2SC)cc1
53: COc1ccc(NC(=S)N(Cc2ccc(C(=O)O)cc2)Cc2ccc(OC)c(OC)c2)cc1
54: COc1cc(NC(=S)NCC2CCCO2)c(OC)cc1Cl (configuration not stated)
55: Cc1noc(C)c1C(=O)OCC(=O)Nc1ccccc1SCC#N
56: O=C(CN1C(=O)NC2(CCCCCCC2)C1=O)NCc1ccc(Cl)cc1
57: O=C(NCCCN1CCCC1=O)[C@H](CSCc1ccccc1)N1Cc2ccccc2C1=O

entry no.	49	50	51	52	53	54	55	56	57
PP1 counter	-2	-3	-5	0	-3	-4	-4	nt	-1
TPT1 inh	0	-2	30*	3	-2	1	nt	nt	-7
CTSL1 counter	-2	-8	-3	0	-8	0	nt	nt	4
AHR activator	1	0	7	-3	5	12	21	1	5
PAFAH2 FP inh	-1	-1	nt	-3	-4	2	-8	1	7
core dimer inh	-2	19	18	8	8	0	nt	nt	1
proCasp7 act	-3	-1	-1	1	-7	-4	-8	10	7
proCasp3 act	11	-1	-6	9	0	2	3	4	-2
PP5 inh	0.8	0.8	0.6	-2.2	-3.1	-0.6	-1.6	nt	-0.1
